G9a inh – inhibitors of human histone lysine methyltransferase G9a; 350,000 tested, 8.8% active; AID 504332; G9a H3K9 monomethylation, AlphaScreen, 2 h; Potency, µM (titrated, usually from 102 µM), for the others: top-dose activity, negative = inhibition, most hits filed as inhibitors; also: % is scaled to controls: 0 for no effect and ±100 for the full control effect; nearly all actives have a fitted effect of over 75% in size
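AlphaScreen read-out: biotin-H3K9 peptide (500 nM) methylation by 20 nM enzyme with 20 uM SAM, 2 h at room temperature after 15 min compound preincubation; anti-monomethyl H3K9 antibody plus donor/acceptor beads, 10 min dark.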
Tb PGK inh – T. brucei PGK inhibition | 380,000 tested, 0.043% active | PGK/GAPDH coupled, Kinase-Glo luminescence, 60 min | Potency, µM (top dose mostly 57.5 µM), for inactives: top-dose activity change, negative = inhibition, actives largely listed as inhibitors | P07378; also: % is scaled to controls: 0 for no effect and ±100 for the full control effect; nearly all actives have a fitted effect of over 60% in size
Target sequence (P07378 whole entry, looked up): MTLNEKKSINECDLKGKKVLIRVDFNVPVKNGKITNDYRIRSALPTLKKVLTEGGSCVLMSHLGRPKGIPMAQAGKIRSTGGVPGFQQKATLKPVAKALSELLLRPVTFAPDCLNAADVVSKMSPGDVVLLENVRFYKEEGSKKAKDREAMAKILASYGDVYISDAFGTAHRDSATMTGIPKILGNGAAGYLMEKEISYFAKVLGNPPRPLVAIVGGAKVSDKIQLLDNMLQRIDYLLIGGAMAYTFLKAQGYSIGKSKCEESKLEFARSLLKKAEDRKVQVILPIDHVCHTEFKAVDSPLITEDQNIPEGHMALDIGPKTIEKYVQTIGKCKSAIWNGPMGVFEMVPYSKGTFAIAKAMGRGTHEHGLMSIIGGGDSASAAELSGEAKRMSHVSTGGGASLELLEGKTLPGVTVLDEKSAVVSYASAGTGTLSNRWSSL
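Recombinant glycosomal PGK reaction used 1,3-bisphosphoglycerate generated in-well by GAPDH (100nM final) in 100mM TEA pH 7.6, 5mM MgCl2, 0.01% Tween-20. After 60 minutes at room temperature, ATP was read by Kinase-Glo Plus luminescence end-point.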
BAZ2B block – inhibitors of human BAZ2B bromodomain; Potency, µM (titrated, usually from 114 µM), inactives show top-dose activity change, negative = inhibition, usual class: inhibitors; 360,000 tested, 4.4% active; Q9UIF8; AlphaScreen BAZ2B-H3K14Ac peptide displacement; also: % is scaled to controls: 0 for no effect and ±100 for the full control effect; nearly all actives have a fitted effect of over 60% in size
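AlphaScreen displacement: compounds (up to 110uM) incubated 30 min at room temperature with a preformed 50 nM BAZ2B/50 nM biotinylated H3K14Ac peptide complex in PBS pH 7.4 with Tween-20. Donor and acceptor beads at 10 ug/mL final added, 20 min light-protected before reading.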
GLS inh – glutaminase GLS (human) inhibition | O94925 | 410,000 tested, 0.21% active | Potency, µM (top dose mostly 45.5 µM), for inactives: at the highest dose activity change, negative = inhibition, hits mostly inhibitors | GLS enzymatic activity, qHTS titration | AID 624170; also: % is scaled to controls: 0 for no effect and ±100 for the full control effect
Target sequence (O94925 whole entry, looked up): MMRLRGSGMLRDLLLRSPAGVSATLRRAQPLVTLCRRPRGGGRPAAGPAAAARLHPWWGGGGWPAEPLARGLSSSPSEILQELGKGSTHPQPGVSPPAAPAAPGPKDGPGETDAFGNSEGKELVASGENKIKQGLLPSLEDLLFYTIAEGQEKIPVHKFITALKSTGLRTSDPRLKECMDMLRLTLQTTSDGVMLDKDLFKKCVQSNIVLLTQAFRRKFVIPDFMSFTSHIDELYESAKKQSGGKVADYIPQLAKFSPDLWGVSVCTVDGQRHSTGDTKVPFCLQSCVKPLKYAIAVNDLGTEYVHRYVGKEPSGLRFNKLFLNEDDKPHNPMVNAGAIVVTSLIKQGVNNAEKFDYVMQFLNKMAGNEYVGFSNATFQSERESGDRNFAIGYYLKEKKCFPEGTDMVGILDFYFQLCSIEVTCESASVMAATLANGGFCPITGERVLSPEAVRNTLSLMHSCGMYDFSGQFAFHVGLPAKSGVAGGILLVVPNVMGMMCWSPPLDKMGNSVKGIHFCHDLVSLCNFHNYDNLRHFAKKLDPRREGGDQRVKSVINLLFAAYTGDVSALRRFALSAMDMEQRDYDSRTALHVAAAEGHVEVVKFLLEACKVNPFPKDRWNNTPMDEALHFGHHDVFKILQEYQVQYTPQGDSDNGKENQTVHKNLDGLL
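Enzyme dispensed in phosphate buffer (45 mM, pH 8.2, 0.02% Tween-20), compounds pinned in, then 1 mM L-glutamine solution and the glutamate oxidase–HRP–Amplex Red mix added; fluorescence read immediately and again after 30 min at room temperature.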
BLM helicase inh – inhibitors of human Bloom syndrome helicase BLM. 350,000 tested, 0.2% active. P54132. recombinant BLM DNA unwinding, fluorescence dequenching. Potency, µM (highest dose often 56.1 µM), inactives show top-dose activity change, negative = inhibition, actives largely listed as inhibitors;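 also: plate controls were vehicle for no effect and no enzyme for full effect; nearly all actives have a fitted effect of over 35% in size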
JMJD2A Tudor inh – blocks the human JMJD2A Tudor domain; O75164; AlphaScreen JMJD2A-Tudor / H3K4me3 peptide binding; Potency, µM (top dose mostly 114 µM), inactives show at the top dose activity change, negative = inhibition, actives largely listed as inhibitors; 390,000 tested, 4.4% active; also: % is scaled to controls: 0 for no effect and ±100 for the full control effect; nearly all actives have a fitted effect of over 50% in size
HP1b chromo inh – inhibitors of HP1-beta chromodomain binding to methylated histone tails | 390,000 tested, 0.56% active | AlphaScreen HP1-beta / biotin-H3K9me3 peptide binding | P83916 | Potency, µM (doses to about 114 µM), inactives show at the top dose activity change, negative = inhibition, hits mostly inhibitors; also: nearly all actives have a fitted effect of over 70% in size; inactives centre near 23
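Compound inhibition of the preformed complex between 50 nM HP1-beta and 50 nM biotinylated H3K9me3 peptide was read by AlphaScreen. Buffer was PBS pH 7.4 with 0.01% Tween-20. Incubations ran 30 min at room temperature, with 10 ug/mL donor/acceptor beads.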
Pin1 inhibitor – blocks the human prolyl isomerase Pin1; Q13526; Pin1 FP peptide displacement, HiFluor488, 10 min; Potency, µM (top dose mostly 115 µM), for inactives: top-dose activity, negative = inhibition, most hits filed as inhibitors; 390,000 tested, 0.009% active; AID 504891; active = well fitted inhibition curve with a large enough effect in the polarisation, with a control signal flat, not every such curve was filed as active; inconclusive = small, poorly fitted or top-dose-only effect, or effect the other way, or a change in a side signal; inactive = no such curve, though single readings can be large or run the other way; the % refers to the polarisation; also: % is scaled to controls: 0 for no effect and ±100 for the full control effect
Pol iota inh – DNA polymerase iota (human) inhibition; Potency, µM (highest dose often 115 µM), without a hit: at the top dose activity, negative = inhibition, hits mostly inhibitors; Pol iota fluorescent replication assay, 10 min; Q9UNA4; 390,000 tested, 1% active
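Pol iota at 10 nM preincubated 15 min with compounds at room temperature; reaction started with fluorescent substrate, 50 nM final. Fluorescence read kinetically at 0 and 10 min; buffer-only wells as negative control.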
An asterisk follows results filed as active; i = inactive; u = inconclusive; x = not tested or not shown; [ ] = dose if it differs, or a comment. Unless noted, calls follow the shape of the dose curve; as a rule, active = well fitted curve in the direction sought with a large enough effect; inconclusive = small, poorly fitted or top-dose-only effect, or another doubt; inactive = no such curve, though single readings can be large; an effect the other way counts as inactive or inconclusive. Potency is read from the fitted curve at half-maximal effect.

SMILES	G9a inh	Tb PGK inh	BAZ2B block	GLS inh	BLM helicase inh	JMJD2A Tudor inh	HP1b chromo inh	Pin1 inhibitor	Pol iota inh
CC1(C)CC[C@]2(C(=O)O)[C@H](O)C[C@]3(C)C(=CCC4[C@@]5(C)C[C@H](O)[C@H](O)[C@@](C)(CO)C5CC[C@]43C)[C@@H]2C1 (stereo not given in full)	13%[12.7 µM]	i	7%	8%	x	-20%	25%	0%	11%
O=C(NCc1ccco1)C1Cc2cc(Cl)ccc2O1 (stereo not given)	-23%	3%	-23%	4%	-1%	-24%	-19%	-2%	33%[activator]
COC(=O)c1ccccc1CCC(C)=O	-6%	2%	6%	0%	-1%	9%	23%	-2%	-4%
O=C(N/N=C/c1ccoc1)c1ccccc1F	2%	-13%	u	-10%	-10%	-28%	9%	4%	u
Cc1cc(C(=O)OCC(=O)NCc2ccc3c(c2)OCO3)c2ccccc2n1	-4%	-2%	-5%	0%	1%	-11%	7%	0%	-7%
COc1ccc(C)c2sc(N3CCCC3)nc12	-6%[0.0925 µM]	i	12%	3%	1%	-18%[57.1 µM]	41%[activator]	0%	28%
O=C(O)c1ccc(OCC(F)(F)F)nc1	x	0%	-23%	-6%	-10%	-2%	26%	-2%	33%[activator]
CC(=O)Nc1cccc(C(=O)NC2CCCc3c2cnn3-c2ccccc2F)c1 (stereo not given)	15%	2%	-7%	-7%	0%	-6%	33%	-4%	57%[activator]
COc1ccccc1OCCNc1ccc(S(=O)(=O)N2CCCC2)cn1	2%	0%	7%	13%	x	-5%	34%	1%	47%[activator]
COCCn1c(=S)[nH]c2sc3c(c2c1=O)CCC(C)C3 (stereo not given)	20µM*	-3%	-5%	u	0%	-22%	15%	-12%	-3%
COc1cccc(/C=C/C(=O)OCC(=O)NC(=O)NC2CCCC2)c1	1%[12.7 µM]	-2%	-3%	2%	x	-14%	38%	10%	-10%
CSc1cccc(NC(=O)C2C3C=CC4(O3)C2C(=O)N(CCN2CCOCC2)C4C(=O)NC2CCCCC2)c1 (stereo not given)	50µM*	8%	-19%	6%	0%	-7%	35%	2%	28%
O=C(c1ccc2c(c1)N(Cc1ccccc1)C(=O)c1ccccc1S2=O)N1CCC(Cc2ccccc2)CC1 (stereo not given)	-20%[59 µM]	-11%	-22%	1%	-8%	-25%	20%	9%	5%
COc1ccc(-c2cn3c(n2)sc2cc(C(=O)NCc4ccccc4)ccc23)cc1	-32%[59 µM]	2%	-20%	4%	-3%	-14%	27%	4%	12%
O=C(CNC(=O)c1cccc(OC(F)F)c1)OCC(=O)c1ccccc1	5%	3%	x	5%	1%	-7%	28%	-7%	19%
CCCn1c(=N)c(C#N)cc2c(=O)n3ccccc3nc21	13%	i	0%	-12%	-13%	1%	32%	u	9%
CSc1ccc(/C=C(\NC(=O)c2ccc(C)cc2)C(=O)NN)cc1	x	-2%	-22%	14%	-10%	-28%	25%	8%	-9%
CCN(C(=O)CN1C=NS(=O)(=O)c2ccccc21)c1ccccc1	18%[59 µM]	-10%	5%	-4%	0%	1%	41%	15%	30%
COc1ccc2ccccc2c1/C=N/NC(=O)c1nnn(-c2nonc2N)c1C(C)C	20%	-7%	12%	-4%	-8%	-23%	22%	28%	10%
COc1ccc(-c2nn(-c3ccccc3)cc2C2NC(=O)NC(C)=C2C(=O)OC(C)C)cc1OC (stereo not given)	-11%[59 µM]	-9%	-12%	2%	-1%	-27%	21%	-3%	9%
Cc1cc(C(=O)COC(=O)c2ccc(Cl)c(S(N)(=O)=O)c2)c(C)n1CC1CCCO1 (stereo not given)	u	3%	u	1%	x	-30%	-12%	-5%	15%
COc1cc(-n2c(=O)c3ccccc3n(Cc3ccccc3)c2=O)cc(OC)c1OC	12%[59 µM]	-5%	u	-9%	-4%	1%	35%[activator]	-2%	-4%
O=S(=O)(c1ccccc1)c1nnn2c1nc(NCc1ccccc1)c1sccc12	-8%[59 µM]	1%	-18%	-8%	-3%	-10%	29%	20%	15%
COc1ccccc1NC(=O)c1nn(-c2cccc(C(F)(F)F)c2)ccc1=O	5%	0%	1%	4%	-4%	-5%	5%	1%	2%
Cc1cccc(NC(=S)NC2CC3CCCC(C2)N3Cc2ccccc2)c1C (stereo not given)	x	0%	u	5%	4%	-27%	15%	-1%	-8%
Next section.
SMILES	G9a inh	Tb PGK inh	BAZ2B block	GLS inh	BLM helicase inh	JMJD2A Tudor inh	HP1b chromo inh	Pin1 inhibitor	Pol iota inh
O=C(NCC1CCCO1)C1CCN(S(=O)(=O)c2ccc(Br)cc2)CC1 (stereo not given)	-33%	-1%	-3%	-1%	-1%	12%	46%[activator]	-4%	3%
CC(=O)c1cccc(NS(=O)(=O)N2CCCCC2)c1	-10%[12.7 µM]	i	-1%	1%	1%	11%	19%	-3%	-15%
COC(=O)c1sc(N2C(=O)C(O)=C(C(=O)c3ccc(C)o3)C2c2ccc(F)cc2)nc1C (stereo not given)	13µM*	x	-5%	-12%	-1%	-36%	5%	u	u
CC(=O)Nc1ccc(NC(=O)C(C)OC(=O)C2CCN(S(=O)(=O)c3cccs3)CC2)cc1 (stereo not given)	5%	-6%	-2%	-5%	-3%	0%	13%	-7%	41%[activator]
O=C(COc1ccccc1Cl)Nc1ccc(S(=O)(=O)N2CCOCC2)cc1	-10%	3%	10%	12%	-2%	-8%	4%	2%	10%
COC(=O)CNC(=O)COC(=O)c1cc(SC)ccc1Cl	12%	-5%	-11%	-7%	-4%	-2%	22%	4%	-13%
O=C(CCn1c(=S)oc2ccccc21)Nc1cccc(O)c1	-31%	5%	8%	27%	1%	-1%	16%	-2%	60%[activator]
CCn1c(C)cc(/C=C2\NC(=O)N(Cc3ccc(Cl)cc3)C2=O)c1C	0%	-4%	-10%	-11%	-2%	-32%	-17%	13%	18%
COC(=O)C1C2C=CC3(CN(C4CCCC4)C(=O)C13)O2 (stereo not given)	29%[2.33 µM]	-1%	-7%	-2%	0%	-12%	66%[activator]	-5%	13%
O=C(NC1CCN(C(=S)Nc2ccc(Cl)cc2)CC1)c1ccco1	-10%	-10%	-18%	3%	-3%	-13%	3%	3%	22%
CCOC(=O)c1noc2nc(C)n(CC(=O)NC(C)CC)c(=O)c12 (stereo not given)	5%[59 µM]	-7%	3%	-38%	0%	-3%	16%[57 µM]	-1%	13%
COc1ccc(C[C@@H]2CN3C(=NC[C@@H]3Cc3ccc(O)cc3)N2C[C@H](C)NC(=O)CCC2CCCCC2)cc1	x	3%	-21%	7%	-10%	u	-8%	5%	-17%
CC1=C(C(=O)Nc2ccc(C(=O)N3CCN(c4cccc(Cl)c4)CC3)cc2)SCCO1	45µM*	-11%	u	16%	-12%	u	-7%	19%	5%
COc1ccc(CN(C)C(=O)c2ccc(NS(=O)(=O)c3ccc4[nH]c(=O)[nH]c4c3)cc2)c(OC)c1OC	x	3%	x	0%	x	-9%	27%	8%	3%
COc1ccc(NC(=O)c2c(C)oc3ccc(O)c(CN4CCN(Cc5ccccc5)CC4)c23)cc1Cl	u	i	-36%	4%	-7%	u	-9%	7%	u
COc1ccc(S(=O)(=O)N2CCC(C(=O)N[C@@H](C)C(=O)NCc3ccccc3OC)CC2)cc1	48%[activator]	-7%	16%	2%	3%	-15%	26%	-5%	25%
O=C(NNC(=O)c1cc2ccccc2cc1O)Nc1ccccc1F	57%[activator]	0%	7%	6%	-1%	-17%	37%	u	-24%
Nc1nnc(CC(=O)N/N=C/c2ccc(-c3ccc(Cl)cc3Cl)o2)s1	-2%[12.7 µM]	-8%	-7%	2%	-11%	-28%	30%	u	24%
CCOC(=O)C1=C(C)N=C2SC(C(=O)OC)=CC(=O)N2C1c1cc(OC)c(OC)c(OC)c1 (stereo not given)	-3%[59 µM]	-1%	-9%	-6%	-4%	u	-9%	-7%	234%[activator]
COc1ccccc1OCc1ccc(C(=O)n2nc(C)c(Cl)c2C)o1	46%[12.7 µM]	-3%	47%[activator]	-18%	-6%	28%	106%[activator]	-1%	-3%
O=C(c1cccs1)c1sccc1Cc1ccccc1	x	1%	x	0%	x	266%[activator]	138%[activator][57 µM]	u	23%
C=C1CCN([C@@H](Cc2ccccc2)C(=O)NCc2ccc(Cl)cc2)S(=O)(=O)c2ccccc21	x	8%	x	-4%	x	-6%	19%	u	21%
c1ccc(Cn2nnc3c(N4CCc5ccccc54)ncnc32)cc1	-3%[59 µM]	5%	8%	7%	-16%	-9%	45%[activator]	0%	13%
NC(=O)Nc1ccc(Oc2ncc(C(F)(F)F)cc2Cl)cc1	5%	-6%	-4%	6%	-1%	u	-11%	-3%	3%
CC(=O)Nc1ccccc1C(=O)N1CC(C)OC(C)C1 (stereo not given)	-5%	1%	-3%	6%	1%	-5%	16%	-2%	0%
Cc1ccc(S(=O)(=O)NCCSCc2ccccc2)cc1	10µM*	2%	0%	2%	-6%	-10%	22%	0%	-6%
CCN(CC)c1ccc(NS(=O)(=O)c2cn(C)c(=O)n(C)c2=O)c(C)c1	x	-7%	u	-17%	4%	-32%	1%	8%	18%
CCOc1ccc(CCNC(=O)c2cccs2)cc1OCC	-8%	-1%	-8%	-12%	0%	-10%	27%	-12%	37%[activator]
NC(=O)CSc1nc2ccccc2n1Cc1ccccc1F	5%[59 µM]	1%	9%	-5%	1%	-13%[57.1 µM]	50%[activator]	-1%	7%

An excerpt of these results, with values under each structure.
Below each SMILES: G9a inh, Tb PGK inh, BAZ2B block, GLS inh, BLM helicase inh, JMJD2A Tudor inh, HP1b chromo inh, Pin1 inhibitor, Pol iota inh
CCCn1c(=N)c(C#N)cc2c(=O)n3ccccc3nc21
    13%, i, 0%, -12%, -13%, 1%, 32%, u, 9%
CSc1ccc(/C=C(\NC(=O)c2ccc(C)cc2)C(=O)NN)cc1
    x, -2%, -22%, 14%, -10%, -28%, 25%, 8%, -9%

A stretch taken from the entries so far, for reference:
SMILES	G9a inh	Tb PGK inh	BAZ2B block	GLS inh	BLM helicase inh	JMJD2A Tudor inh	HP1b chromo inh	Pin1 inhibitor	Pol iota inh
CCOc1ccc(CCNC(=O)c2cccs2)cc1OCC	-8%	-1%	-8%	-12%	0%	-10%	27%	-12%	37%[activator]
NC(=O)CSc1nc2ccccc2n1Cc1ccccc1F	5%[59 µM]	1%	9%	-5%	1%	-13%[57.1 µM]	50%[activator]	-1%	7%

Assay outcomes from PubChem.

Some of the compounds tested; rates above refer to the full screens.
